GAA glycogen mod = qHTS Assay for Inhibitors and Activators of Human alpha-Glucosidase Cleavage of Glycogen; Potency, µM (top dose mostly 76.4 µM), for the others: at the highest dose activity change, negative = inhibition, most hits filed as inhibitors; recombinant GAA, glycogen substrate, Amplex Red glucose oxidase fluorescence; 0.38% of 300,000 active; Lysosomal alpha-glucosidase (Homo sapiens), P10253;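 also: 0% = full enzyme reaction and -100% = no-enzyme basal signal; the screen sought inhibitors and activators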
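Recombinant human alpha-glucosidase (4 nM final) hydrolysed bovine liver glycogen (30 ug) for 40 min at 37 C in pH 5.0 citrate/phosphate with 0.01% Tween-20. Released glucose detected by glucose oxidase/Amplex Red, Ex 573/Em 610 nm. Compounds up to 77 uM; AC50 from Hill fits.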
Tau ThT inhib = qHTS for Inhibitors of Tau Fibril Formation, Thioflavin T Binding; recombinant tau K18 P301L, heparin-induced fibrillization, ThT fluorescence; 2.1% of 270,000 active; Potency, µM (series often up to 57.4 µM), inactives show at the top dose activity, negative = inhibition, hits mostly inhibitors; Microtubule-associated protein tau (Homo sapiens), P10636; also: % is scaled to controls: 0 for no effect and ±100 for the full control effect; nearly all actives have a fitted effect of over 55% in size
Target sequence (P10636 561-689 P618L limits assumed): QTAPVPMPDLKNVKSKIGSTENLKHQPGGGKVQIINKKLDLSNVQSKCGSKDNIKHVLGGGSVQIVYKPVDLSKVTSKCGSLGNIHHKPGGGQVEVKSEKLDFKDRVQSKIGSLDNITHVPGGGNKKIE
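Heparin-induced fibrillization of the P301L-mutant K18 repeat-domain fragment of human tau was followed by ThT binding in quantitative high-throughput format.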
Tau fluor counter = Counterscreen qHTS for Inhibitors of Tau Fibril Formation, Fluorescence Polarization; Potency, µM (series often up to 57.7 µM), inactives show at the highest dose activity change, negative = decrease; AID 1463, 2008; tau K18 P301L Alexa594 fluorescence, heparin fibrillization; 0.93% of 280,000 active; also: % is scaled to controls: 0 for no effect and ±100 for the full control effect; nearly all actives have a fitted effect of over 55% in size
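Human tau K18 P301L (15 uM unlabeled, 0.24 uM Alexa 594-labeled) in 100 mM sodium acetate pH 7 with 20 uM heparin, 6 hr at 37 C. ThT 30 uM added, 1 hr ambient; Alexa 594 FP and total fluorescence read at 555/632 nm.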
GAA inh = qHTS Assay for Inhibitors of Human alpha-Glucosidase as a Potential Chaperone Treatment of Pompe Disease; Lysosomal alpha-glucosidase (Homo sapiens), P10253; purified human GAA, 4-MU-alpha-glucoside fluorescence; Potency, µM (series often up to 76.9 µM), for the others: at the top dose activity change, negative = inhibition, hits mostly inhibitors; 0.005% of 200,000 active; AID 1466, 2008;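 also: plate controls were uninhibited enzyme wells for no effect and no-enzyme background for full effect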
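Human enzyme at 4 nM with 400 uM 4-methylumbelliferyl-alpha-D-pyranoside, citrate/phosphate buffer pH 5.0, 0.005% Tween-20, 20 min at room temperature. Compounds up to 77 uM. 4-MU fluorescence (Ex 365/Em 440) read after NaOH/glycine stop; AC50 from Hill fit.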
aGal spleen mod = qHTS Assay for Inhibitors and Activators of Human alpha-Galactosidase From Spleen Homogenate; 0.008% of 240,000 active; AID 2107, 2009; Potency, µM (titrated, usually from 80 µM), for the others: at the highest dose activity change, negative = inhibition, most hits filed as inhibitors; Alpha-galactosidase A (Homo sapiens), P06280; human spleen homogenate, 4MU-alpha-Gal fluorescence, 40 min;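 also: 0% = enzyme with vehicle and -100% = no enzyme basal signal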
Target sequence (P06280 32-429 limits assumed): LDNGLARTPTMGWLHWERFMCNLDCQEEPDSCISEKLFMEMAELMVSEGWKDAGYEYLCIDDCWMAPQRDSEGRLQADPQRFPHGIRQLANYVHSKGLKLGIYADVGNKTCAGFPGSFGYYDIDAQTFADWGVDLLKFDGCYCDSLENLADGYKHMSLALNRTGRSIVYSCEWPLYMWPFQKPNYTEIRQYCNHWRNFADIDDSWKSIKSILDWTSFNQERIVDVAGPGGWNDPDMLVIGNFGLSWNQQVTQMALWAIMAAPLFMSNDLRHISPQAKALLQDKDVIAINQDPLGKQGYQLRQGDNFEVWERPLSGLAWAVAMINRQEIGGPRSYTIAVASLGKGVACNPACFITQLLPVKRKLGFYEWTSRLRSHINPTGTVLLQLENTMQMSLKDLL
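Spleen homogenate 1 ug + cpd (titration) + 4-MU-alpha-D-galactopyranoside 1 mM; 37C 40 min; 50 mM citrate/phosphate pH 5.0, 0.01% Tween-20; stop pH 10; fluorescence 365/440; AC50 via Hill.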
Tau FP inhib = qHTS for Inhibitors of Tau Fibril Formation, Fluorescence Polarization; Microtubule-associated protein tau (Homo sapiens), P10636; K18 P301L tau heparin fibrillization, Alexa594 FP, 6 h; Potency, µM (top dose mostly 57.7 µM), for inactives: top-dose activity, negative = inhibition, most hits filed as inhibitors; 0.39% of 280,000 active; also: % is scaled to controls: 0 for no effect and ±100 for the full control effect; nearly all actives have a fitted effect of over 55% in size
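Human K18 P301L fragment (15 uM unlabeled plus 0.24 uM Alexa 594-labeled) in 100 mM sodium acetate pH 7 with compound, aggregation induced by 20 uM heparin for 6 hr at 37 C. ThT (30 uM) added for 1 hr, then Alexa 594 FP read.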
aGlu spleen mod = qHTS Assay for Inhibitors and Activators of Human alpha-Glucosidase From Spleen Homogenate; AID 2112, 2009; Lysosomal alpha-glucosidase (Homo sapiens), P10253; 0.006% of 240,000 active; human spleen homogenate, 4-MU-alpha-glucoside fluorescence; Potency, µM (top dose mostly 79.9 µM), for the others: at the highest dose activity change, negative = inhibition, hits mostly inhibitors;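 also: 0% = enzyme with vehicle and -100% = no enzyme basal signal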
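Compounds were titrated against alpha-glucosidase in spleen homogenate at pH 5.0, with 1 mM 4-methylumbelliferyl substrate for 40 min at 37 C. Reactions were quenched with pH 10 NaOH/glycine and fluorescence measured.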
HTT cytoprotect = qHTS Multiplex Assay to Identify Dual Action Probes in a Cell Model of Huntington: Cytoprotection (ATP). 0.14% of 230,000 active. PC12 HTT-Q103 induced, cytoprotection, ATP luminescence, 40 h. AID 1471, 2008. Potency, µM (series often up to 56.4 µM), without a hit: cytoprotection (ATP increase), most hits filed as activators;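 also: % of control where 0% means no effect; nearly all actives have a fitted effect of over 45% in size; toxic huntingtin expression switched on by the ecdysone agonist tebufenozide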
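PC12 cells with ecdysone-inducible HTT exon 1 Q103-GFP, induced with 100 nM tebufenozide and co-treated with library compounds in a dose series (1536-well, 1500 cells/well). Cytoprotection read as ATP content by ATPlite luminescence.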
* marks the source's active call; other numbers are inactive results; ? = inconclusive; . = no result given; & = joins results of further samples; [ ] = dose if it differs, or a comment. Calls follow the shape of the dose curve; as a rule, active = well fitted curve in the direction sought with a large enough effect; inconclusive = small, poorly fitted or top-dose-only effect, or another doubt; inactive = no such curve, though single readings can be large; an effect the other way counts as inactive or inconclusive. Potency is read from the fitted curve at half-maximal effect.

SMILES | GAA glycogen mod | Tau ThT inhib | Tau fluor counter | GAA inh | aGal spleen mod | Tau FP inhib | aGlu spleen mod | HTT cytoprotect
CCC(CC)C(=O)Nc1cc(C)cc(C)c1 | 4% | 0% | 5% | -5% | -2% | -3% | 1% | -5%
Cc1cccc2nc(Cn3c(=O)n(-c4ccc(Cl)cc4)c(=O)c4c5c(sc43)CCC5)cc(=O)n12 | 6%[76.3 µM] | -19% | 1% | . | . | 9% | . | .
COc1cccc(C(=O)Nc2cnc(NC(=O)c3ccco3)cc2C)c1 | -2% | -14% | 5% | 4% | -5% | -6% | -4% | -23%
Cc1ccccc1-n1c(-c2ccco2)n[nH]c1=S | 10% | 7% | 6% | -5% | -8% | -8% | -4% | .
O=S(=O)(Cc1c(F)cccc1Cl)c1ncn[nH]1 | -12% | -5% | -5% | 7% | -5% | 8% | 2% | -6%
Cc1cc(C(=O)N2CCN(c3ncccn3)CC2)nn1C | 6% | -11% | -9% | . | -6% | -6% | -20% | -3%[10 µM]
O=C(NNS(=O)(=O)c1ccc([N+](=O)[O-])cc1)c1cnn(-c2ccccc2)c1-n1cccc1 | -20% | -9% | -11% | -5% | -1% | 3% | 2% | -2%[10 µM]
CCS(=O)(=O)c1ccc(OC)c(N=Nc2ccc(O)c3ncccc23)c1 | 5% | ? | -24% | -6% | 9% | ? | -3% | -177%[inhibitor]
Cc1cccc(CS(=O)(=O)Cc2ccc(C(=O)NCCCN3CCOCC3)o2)c1 | -10% | -6% | -8% | 13% | -4% | -9% | -2% | -7%
C=C(C)CC1(c2ccccc2)Oc2ccccc2-c2nc3cc(Cl)c(Cl)cc3nc21 (stereo unspecified) | . | -3%[11.5 µM] | 0%[11.6 µM] | . | -1%[17.5 µM] | -9%[11.6 µM] | -3%[17.4 µM] | 5%[10 µM]
NC(C(=O)O)C(c1ccccc1)C(F)F (stereo unspecified) | 8% | -7% | -7% | . | -6% | -4% | -4% | -44%[10 µM]
Cc1ccc(NC(=O)C(=O)NCC(c2cccnc2)N2CCN(Cc3ccccc3)CC2)cc1 (stereo unspecified) | -12%[76.3 µM] | -10% | -22% | . | . | 14% | . | .
COc1ccc(Cc2nn[nH]n2)cc1 | -3% | 5% | 5% | 0% | 7% | 4% | 4% | -2%
O=C(NCC(c1cccs1)N1CCOCC1)c1cc2ccccc2o1 (stereo unspecified) | 4% | -8% | -8% | -28% | 0% | 3% | 2% | -20%
NC1(N)OC(CN2C(=O)c3ccccc3C2=O)CS1 (stereo unspecified) | -10% | -19% | -11% | -3% | 1% | -8% | -2% | -22%
O=C(C1CCCN(S(=O)(=O)c2cccc3nsnc23)C1)N1CCN(c2ccccn2)CC1 (stereo unspecified) | -9% | -14% | -12% | -2% | 0% | -11% | 2% | 8%[10 µM]
Cc1ccc2[nH]c(C)c(CCNC(=O)c3c(N)no[n+]3[O-])c2c1 | ? | ? | ? | -8% | -5% | 17% | 4% | -26%
C=CCNC(=O)c1ccc2c3n(nc2c1)-c1ccc(C)cc1CO3 | 0% | ? | -10% | . | 7% | 2% | -8% | -15%[10 µM]
Cc1cc2nn(-c3ccc(Cl)cc3)nc2cc1NC(=O)C(C)C | -3%[76.3 µM] | 4% | 0% | . | . | -7% | . | .
Cc1cc(NC(=O)c2ccccc2F)on1 | 9% | -7% | 0% | -2% | ? | 4% | -5% | .
Nc1ccc(O)cc1C(=O)OCC(=O)C12CC3CC(CC(C3)C1)C2 | 16µM* | -13% | ? | ? | 6% | 14% | -7% | -65%[inhibitor]
CCCc1cc2c(=O)c(-c3nc4ccccc4s3)c(COCC(=O)O)oc2cc1O | 5% | ? | -27% | 6% | 5% | -3% | 8% | ?
O=C1NC(c2cn(-c3ccccc3)nc2-c2cccs2)C(C(=O)c2cccnc2)C(O)(C(F)(F)F)N1 (stereo unspecified) | 1% | -6% | -10% | -2% | 2% | -2% | -4% | 2%[10 µM]
O=C(O)CSc1nnc(-c2ccccc2)c(-c2ccccc2)n1 | 8% | -6% | -7% | . | -4% | 6% | 1% | -2%[10 µM]
COC(=O)NNC(=O)C1CCC(C)CC1 (stereo unspecified) | 18%[76.3 µM] | 0%&2% | -7%&-3% | -2% | 8% | -7%&2% | 1% | .
O=c1[nH]c(SCc2ccccc2Cl)nc2c1cnn2-c1ccccc1 | 3% | 3% | 7% | -9% | -3% | ? | -12% | 21%[10 µM]
COCCCn1c(=O)c2sccc2n2c(CCCC(=O)Nc3cccc(OC)c3)nnc12 | -5%[76.3 µM] | 5% | 6% | . | . | 6% | . | .
COc1ccc(N(CC(=O)Nc2ccccc2C(=O)O)S(=O)(=O)c2ccc(C)c([N+](=O)[O-])c2)cc1 | -9% | -6% | -1% | 2% | 3% | 0% | -18% | -36%[inhibitor]
O=C(NCCCN1CCN(c2ccc(F)cc2)CC1)Nc1ccc([N+](=O)[O-])cc1 | -4% | -17% | ? | -7% | 4% | -10% | -1% | -18%
Nc1ccc(N2C(=O)c3ccccc3C2=O)c(Cl)c1 | . | -19% | -19% | . | 18% | -6% | -9% | -4%[1.9 µM]
COc1c(C)cc(C(=O)C2CCCN(S(=O)(=O)c3c(C)noc3C)C2)cc1C (stereo unspecified) | -8% | 3% | 0% | 10% | 11% | 7% | -4% | -14%[10 µM]
O=C(c1ccc(COc2ccccc2Cl)o1)N1CCN(c2ccccc2)CC1 | -14% | ? | ? | -1%[15.4 µM] | -3% | 5% | -11% | -5%
Cc1ccc(CNC(=O)CCNS(=O)(=O)c2cccs2)cc1 | -1% | -7% | -11% | -3% | -4% | 2% | -4% | .
Cc1csc(Nc2ccccc2)[n+]1-c1ccccc1 | 1% | -10% | -11% | -8% | -2% | 3% | . | -33%[inhibitor]
CC(C)COC(=O)Cc1c(O)c2ccccc2[nH]c1=O | -4% | -6% | -3% | 5%[15.4 µM] | 10% | 0% | -13% | -10%
COc1ccccc1N1CCN(CC(=O)Nc2sccc2C#N)CC1 | 15% | -7% | -13% | -1% | -1% | ? | -2% | 0%[10 µM]
Cc1ccc(OC(=O)CCC(=O)OCCCC(F)(F)C(F)(F)F)cc1 | -3% | -4% | -3% | ? | 4% | 8% | 1% | 8%[1.9 µM]
COc1ccccc1N(CC(=O)Nc1cccnc1)S(C)(=O)=O | -7% | 6% | 0% | -14% | 6% | -3% | -2% | -2%[10 µM]
CCN1C(=O)N[C@@H](c2cccs2)C(C(C)=O)=C1C | 2% | -12%[11.5 µM] | -20%[11.6 µM] | . | 14%[17.5 µM] | 0%[11.6 µM] | 0%[17.4 µM] | 11%&-2%[10 µM]
CC1CN(C(=O)c2ccccc2NS(=O)(=O)c2cccc([N+](=O)[O-])c2)CC(C)O1 (stereo unspecified) | 7% | 4% | 1% | -27% | -1% | -2% | -2% | 0%[10 µM]

Pulled one by one from the entries so far (four):
SMILES | GAA glycogen mod | Tau ThT inhib | Tau fluor counter | GAA inh | aGal spleen mod | Tau FP inhib | aGlu spleen mod | HTT cytoprotect
CC1CN(C(=O)c2ccccc2NS(=O)(=O)c2cccc([N+](=O)[O-])c2)CC(C)O1 (stereo unspecified) | 7% | 4% | 1% | -27% | -1% | -2% | -2% | 0%[10 µM]
COc1ccccc1N1CCN(CC(=O)Nc2sccc2C#N)CC1 | 15% | -7% | -13% | -1% | -1% | ? | -2% | 0%[10 µM]
COc1c(C)cc(C(=O)C2CCCN(S(=O)(=O)c3c(C)noc3C)C2)cc1C (stereo unspecified) | -8% | 3% | 0% | 10% | 11% | 7% | -4% | -14%[10 µM]
CCN1C(=O)N[C@@H](c2cccs2)C(C(C)=O)=C1C | 2% | -12%[11.5 µM] | -20%[11.6 µM] | . | 14%[17.5 µM] | 0%[11.6 µM] | 0%[17.4 µM] | 11%&-2%[10 µM]

More results follow.
SMILES | GAA glycogen mod | Tau ThT inhib | Tau fluor counter | GAA inh | aGal spleen mod | Tau FP inhib | aGlu spleen mod | HTT cytoprotect
CCn1c(SCC(=O)Nc2nc(C)cs2)nnc1C(NC(=O)c1ccccc1Cl)C(C)C (stereo unspecified) | 5% | -13% | -5% | -11% | -10% | -1% | -17% | 12%
CCn1c(SCC(=O)Nc2ccc(C)c(C)c2)nnc1-c1nonc1NC(C)=O | 0%[76.3 µM] | -10% | -18% | . | . | 1% | . | .
Cc1cc(C)cc(N/C(N)=N/c2nc(C)cc(C)n2)c1 | 0% | -10% | -7% | -2% | 10% | -4% | 2% | .
Cc1cccc(N2CCN(S(=O)(=O)c3nnc(NC(=O)c4ccc(Cl)cc4)s3)CC2)c1 | -6%[76.3 µM] | ? | -29% | . | . | 4% | . | .
Cn1cnc(S(=O)(=O)NCc2cccs2)c1 | 7% | -6% | -1% | ? | 1% | -7% | 1% | -27%[1.9 µM]
N=C(N)N1CCc2ccccc2C1 | 3% | -2% | -6% | 2%[15.4 µM] | -5% | -3% | 0% | -10%[40.3 µM]
COC(=O)C1(C(C)=O)CC2=CC[C@@H]3C(=O)N(c4ccccc4)C(=O)[C@@H]3[C@@H]2Cc2ccccc2[C@@H]1C[N+](=O)[O-] (stereo partly specified) | . | ? | 3% | . | -6% | 4% | -9% | -38%
FC(F)(F)c1ccc(Oc2ccc(Cl)cc2Br)nc1 | 3% | 2% | 2% | -6% | -21% | -3% | -5% | .
CCO[C@@H]1OC(C(=O)NCc2ccccc2)=C[C@H](C2CC2)[C@H]1CCCO | 8% | -5% | -11% | . | 6% | 0% | 0% | 16%[10 µM]
Cn1cc(CN2CCCCC2c2ccccn2)c(-c2ccc3c(c2)OCCO3)n1 (stereo unspecified) | 4% | -2% | -4% | 11% | 1% | 3% | -5% | 0%[10 µM]

Rows were taken by chance. About 3.3% of those tested had a hit in this group.
